PolyA inh: blocks polyadenylation in yeast reporter cells; S. cerevisiae SKY197-pL101 polyadenylation reporter, beta-gal luminescence; efflux-impaired pdr1/pdr3 knockout yeast; score 100 = 6 SD above DMSO; calls only at 12 µM; hit rate 0.02% among 300,000; AID 1875;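 active = lowest replicate activity score at least 50, where 100 means six control SD above control mean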;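 note: yeast exposed to compound for 9 h at 30 °C; higher score means more reporter readthrough which indicates perturbed polyadenylation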
TRPC4 inh: TRPC4 (mouse) channel inhibition. Q9QUQ5. AID 2247. hit rate 0.39% among 300,000. HEK293 TRPC4beta/mu-opioid, DAMGO-evoked Fluo4 calcium flux; stronger effect = lower value. B-score at 10 µM;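 active = B-score over 3 SD under the library average, no early fluorescence shift, positive overall ratio signal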
Target sequence (Q9QUQ5 whole entry, looked up): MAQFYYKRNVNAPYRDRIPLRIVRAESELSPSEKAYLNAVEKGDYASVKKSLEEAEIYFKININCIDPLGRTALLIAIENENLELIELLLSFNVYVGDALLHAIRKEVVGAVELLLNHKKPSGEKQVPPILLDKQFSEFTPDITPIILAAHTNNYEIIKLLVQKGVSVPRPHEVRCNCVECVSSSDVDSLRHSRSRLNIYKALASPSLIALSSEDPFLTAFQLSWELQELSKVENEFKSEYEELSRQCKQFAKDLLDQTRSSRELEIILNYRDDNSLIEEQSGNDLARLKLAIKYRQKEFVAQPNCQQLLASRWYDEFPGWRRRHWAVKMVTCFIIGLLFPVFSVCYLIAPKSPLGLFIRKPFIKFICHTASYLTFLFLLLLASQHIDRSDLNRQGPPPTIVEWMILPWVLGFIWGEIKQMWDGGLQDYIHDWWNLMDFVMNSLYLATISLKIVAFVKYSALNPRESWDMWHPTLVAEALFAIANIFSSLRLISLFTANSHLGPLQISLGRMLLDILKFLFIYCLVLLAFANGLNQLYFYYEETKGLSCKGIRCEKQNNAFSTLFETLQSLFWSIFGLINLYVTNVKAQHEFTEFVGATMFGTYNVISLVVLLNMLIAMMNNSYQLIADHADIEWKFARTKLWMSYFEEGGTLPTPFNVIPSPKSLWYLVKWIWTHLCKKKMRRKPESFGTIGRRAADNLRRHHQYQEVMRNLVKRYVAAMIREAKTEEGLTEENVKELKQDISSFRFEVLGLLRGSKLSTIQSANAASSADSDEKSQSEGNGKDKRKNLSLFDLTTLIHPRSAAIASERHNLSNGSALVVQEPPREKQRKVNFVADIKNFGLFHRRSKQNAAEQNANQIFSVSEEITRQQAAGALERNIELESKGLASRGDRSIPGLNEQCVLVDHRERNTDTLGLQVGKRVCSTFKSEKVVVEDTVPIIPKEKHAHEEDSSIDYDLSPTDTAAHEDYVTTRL
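Assay system: Stable TRPC4beta/mu-opioid receptor HEK293 cells | Reagent: DAMGO in two steps, submaximal then maximal | Compound dosing: Single concentration per test compound | Signal: Fluo4 Ca2+ flux fluorescence | Evaluation: Per-well B score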
KCNK9 block: human KCNK9 channel inhibition; Q9NPC2; hit rate 1.2% among 310,000; B-score at 10 µM; HEK293 KCNK9, FluxOR thallium flux fluorescence; stronger effect = lower value; AID 488922;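 active = ratio B-score over 3 SD below the library mean, with starting fluorescence within 5 SD of its mean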;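 note: negative B-score means less thallium flux so channel inhibition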
TRPC4 potent: allosteric potentiators of mouse TRPC4 channel | B-score at 10 µM | HEK293 TRPC4beta/mu-opioid, DAMGO EC20, Fluo-4 Ca2+ flux; stronger effect = higher value | hit rate 0.42% among 310,000;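 active = B-score of calcium response area above 5 SD of library B-scores, with initial fluorescence ratio within 5 SD of library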;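 note: B-score of integrated fluorescence ratio over time as area under calcium response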
KCNQ1 inh: blocks the human KCNQ1 potassium channel | P51787 | CHO-K1 KCNQ1, FluxOR thallium flux fluorescence; stronger effect = higher value | B-score at 10 µM | hit rate 1.3% among 310,000 | AID 2642;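 active = compounds whose thallium flux B-score, printed positive for inhibition, exceeds three library SD while starting fluorescence stays within three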;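 note: channel opened by potassium depolarization with thallium stimulus after 20 min compound exposure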
TRPC4 agonist: TRPC4 (mouse) channel activation | HEK293 TRPC4beta/mu-opioid, Fluo4 calcium fluorescence; stronger effect = higher value | B-score at 10 µM | hit rate 0.49% among 310,000 | AID 2237;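 active = B-score above 5 SD of library B-scores, and initial fluorescence ratio not above library mean plus 5 SD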;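 note: positive B-score marks a calcium rise read as TRPC4 activation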
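Assay system: HEK293 stable line with TRPC4beta plus mu-opioid receptor. Times: dye 45 min RT, read 110 s. Measured by: kinetic Fluo4 calcium fluorescence. Measure: B score of integrated ratio. Controls: assay buffer as low control, maximal DAMGO as high control.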
KCNK3 inh: human KCNK3 channel inhibition, primary screen; O14649; CHO-KCNK3 thallium flux, FluxOR fluorescence; stronger effect = lower value; B-score at 10 µM; hit rate 0.84% among 340,000; AID 602410;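 active = B-score under library mean minus 4 SD, starting fluorescence ratio at most library mean plus 5 SD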;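 note: more negative B-score means stronger inhibition of thallium flux through KCNK3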
KCNQ1 pot: potentiators or activators of human KCNQ1 potassium channel | B-score at 10 µM | AID 2648 | CHO-K1 KCNQ1, thallium flux FluxOR fluorescence; stronger effect = higher value | hit rate 0.35% among 310,000;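 active = fluorescence ratio B-score, a plate-corrected score, at least three library SD, with initial intensity B-score within 5 SD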
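System: CHO-K1 cells stably expressing KCNQ1 / Medium: assay buffer for compound exposure, DMSO matched across wells / Reagent: thallium- and potassium-containing depolarizing buffer / Compound: one concentration, matched DMSO / Incubation: 20 min compound pretreatment at room temperature / Measured by: kinetic FluxOR fluorescence, 10 s baseline plus 110 s post-stimulus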
Dyrk1A ADPGlo: inhibitors of rat Dyrk1A kinase; hit rate 0.43% among 310,000; Q63470; inhibition, % at 12.5 µM; ADP-Glo luminescence, NFATc1 peptide; in the data active = inhibition above about 50%;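 note: plate controls were vehicle with enzyme for no effect and no enzyme for full effect; many of its hits are not listed in these tables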
Platelet DG rel: platelet dense granule release activity; human platelet-rich plasma, SFLLRN dense granule ATP release, luminescence; AID 1663; hit rate 0.22% among 300,000; inhibition, %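 (compounds screened at 7.5 µM in platelet-rich plasma)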;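 active = mean replicate score, as percent of positive control, at or above 50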
hERG protect: shields human hERG channel from block by proarrhythmic agents; Q12809; CHO-hERG, FluxOR thallium flux, dofetilide IC70 present; activation (rescue from dofetilide block), less the hit threshold, % at 10 µM; hit rate 0.51% among 310,000;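 active = activation above the mean of controls blocked by dofetilide plus 5 SD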;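 note: thallium influx through hERG after potassium depolarization seen as dye fluorescence rise; in these data hits start at about 4.7%; inactives centre near -7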
* hit, by the source's call; i = inactive; · = not tested or not shown. This is a subset, so the mix of outcomes need not match the whole.

SMILES	PolyA inh	TRPC4 inh	KCNK9 block	TRPC4 potent	KCNQ1 inh	TRPC4 agonist	KCNK3 inh	KCNQ1 pot	Dyrk1A ADPGlo	Platelet DG rel	hERG protect
CCc1ccc(S(=O)(=O)NC2CC(C)(C)NC(C)(C)C2)cc1	i	i	i	i	i	i	i	i	-0.8	11.3	-3.2
Cc1ccc(S(=O)(=O)NCC(=O)OC(C(=O)c2ccccc2)c2ccccc2)cc1 (configuration not stated)	i	i	i	i	i	i	i	i	0.1	-6.3	-16.5
COC(=O)c1ccc(NC(=S)NCCCn2ccnc2)cc1	·	i	i	i	i	i	i	i	3.2	0.4	-9.2
CC(=O)NCCC(=O)Nc1nc(C)c(Cc2ccc3c(c2)OCO3)s1	i	i	i	i	i	i	i	i	4.9	3.9	-8.5
Cc1nnc(NCc2cccc(Cl)c2)c2ccccc12	i	i	i	i	i	i	i	i	12.1	6.3	-3.7
CC(=O)Nc1sc2c(c1CN1CCCC1)CCCC2	i	i	i	i	i	i	i	i	-10.3	20.5	-11.9
CCCCCCCC(=O)N/N=C/c1ccc([N+](=O)[O-])o1	i	i	i	i	i	i	i	i	-0.1	3.2	-2.8
CC(=O)c1ccc(OCC(O)CN2CC(C)OC(C)C2)cc1 (configuration not stated)	i	i	i	i	i	i	i	i	-8.0	5.9	-10.3
O=C(O)/C=C\C(=O)Nc1ccccc1C(=O)NCc1ccccc1	i	i	i	i	i	i	i	i	-1.6	-3.5	-1.1
Cc1ccoc1C(=O)NCCCNC(=O)c1occc1C	i	i	i	i	i	i	i	i	-4.1	3.8	-6.4
O=C(CCCSc1nc2sc3c(c2c(=O)[nH]1)CCC3)NCCCO	i	i	i	i	i	i	i	i	-4.3	0.6	-2.1
Nc1c(-c2ccccc2)c(CN2CCOCC2)nn1-c1cccc([N+](=O)[O-])c1	i	i	i	i	i	i	i	i	-3.7	22.3	-7.4
CCOc1ccc(S(=O)(=O)NCc2ccncc2)cc1NC(=O)c1ccccc1F	i	i	i	i	i	i	i	i	0.1	4.2	-9.3
O=C(CCNS(=O)(=O)c1ccccc1)NNC(=O)C1COc2ccccc2O1 (configuration not stated)	i	i	i	i	i	i	i	i	-2.6	1.7	-15.9
COC(=O)Cn1c(=NC(=O)CCS(=O)(=O)c2ccccc2)sc2c(OC)ccc(OC)c21	i	i	i	i	i	i	i	i	-10.8	2.2	-6.7
CCc1nnc(NC(=O)C2CC(=O)N(Cc3ccco3)C2)s1 (configuration not stated)	i	i	i	i	i	i	i	i	3.8	-2.8	-12.8
O=C(CSc1nnc(-c2ccccc2F)n1CCc1ccccc1)Nc1ccc2[nH]c(=O)[nH]c2c1	i	i	i	i	i	i	i	i	1.0	-4.4	-3.7
CCSc1nc2ccccc2n1CCOc1ccccc1	i	i	-12.4*	i	i	i	-10.9*	i	2.5	4.2	-3.2
COc1ccc(OC)c(-c2cc(C3CCN(c4cc(Cl)nc(N)n4)CC3)[nH]n2)c1	i	i	i	12*	i	i	i	i	1.7	-6.4	-24.5
COc1ccc(C(=O)Nc2ccc(S(=O)(=O)N3CCCC3)cc2)c(OC)c1	i	i	i	i	i	i	i	i	-1.2	-13.8	-4.2

Gathered by group: those above containing an aryl methoxy group.
SMILES	PolyA inh	TRPC4 inh	KCNK9 block	TRPC4 potent	KCNQ1 inh	TRPC4 agonist	KCNK3 inh	KCNQ1 pot	Dyrk1A ADPGlo	Platelet DG rel	hERG protect
COC(=O)Cn1c(=NC(=O)CCS(=O)(=O)c2ccccc2)sc2c(OC)ccc(OC)c21	i	i	i	i	i	i	i	i	-10.8	2.2	-6.7
COc1ccc(OC)c(-c2cc(C3CCN(c4cc(Cl)nc(N)n4)CC3)[nH]n2)c1	i	i	i	12*	i	i	i	i	1.7	-6.4	-24.5
COc1ccc(C(=O)Nc2ccc(S(=O)(=O)N3CCCC3)cc2)c(OC)c1	i	i	i	i	i	i	i	i	-1.2	-13.8	-4.2

Further structures follow:
SMILES	PolyA inh	TRPC4 inh	KCNK9 block	TRPC4 potent	KCNQ1 inh	TRPC4 agonist	KCNK3 inh	KCNQ1 pot	Dyrk1A ADPGlo	Platelet DG rel	hERG protect
CC1=NN2C(=N)/C(=C\c3ccc(SCc4ccccc4)o3)C(=O)N=C2S1	i	i	i	i	i	i	i	i	2.1	3.1	-4.7
O=C1CC(N2CCC(O)(c3ccc(Cl)cc3)CC2)C(=O)N1 (configuration not stated)	i	i	i	i	i	i	i	i	7.1	9.8	-4.4
CCOC(=O)c1cn(CC(=O)Nc2cccc(Cl)c2C)nn1	i	i	i	i	i	i	i	i	7.6	-3.4	-11.0
CCOc1ccccc1C1C2C(=O)N(c3ccccc3)C(=O)C2ON1c1ccccc1 (configuration not stated)	i	i	i	i	i	i	i	i	-1.7	7.6	-13.0
COC(=O)c1cccnc1-n1c(=O)c2cccnc2n(Cc2cccc(C(F)(F)F)c2)c1=O	i	i	i	i	i	i	i	i	-2.2	6.5	-11.9
COC(=O)c1ccc2c(=O)n(CC3CCCO3)c(SCC(=O)Nc3ccc(OC)cc3OC)nc2c1 (configuration not stated)	i	i	i	i	i	i	i	i	1.9	-1.0	-8.1
c1ccc(Cc2nnc3sc(-c4cccs4)nn23)cc1	i	i	i	i	i	i	i	i	10.6	3.6	-6.5
O=C(C1=C[C@@H](c2ccc(C(F)(F)F)cc2)C[C@@H](OCc2ccc(CO)cc2)O1)N1CCOCC1	i	i	i	i	i	i	i	i	0.7	0.7	-8.0
Cc1noc(C)c1S(=O)(=O)N(CC(=O)NC(C)c1ccccc1)c1ccc(C(C)C)cc1 (configuration not stated)	i	i	i	i	i	i	i	i	-8.9	9.6	-12.7
COc1cccc(/C=N/n2cnc3cc(C)c(C)cc32)c1OC	i	i	i	i	i	i	i	i	·	-12.7	-14.1
CCc1ccccc1NCc1cc(=O)oc2cc(C)ccc12	i	i	i	i	i	i	i	i	2.2	-12.6	-6.1
COc1ccc(CC(=O)Nc2nnc(C(C)C)s2)cc1OC	i	i	i	i	i	i	i	i	·	-3.8	-17.1
COc1ccc(-c2noc(CCC(=O)Nc3ccc4c(c3)OCCO4)n2)cc1	i	i	i	i	i	i	i	i	-7.5	-7.8	-5.6
CCOC(=O)c1c(C#N)cnn1-c1ccc(C)cc1	i	i	i	i	i	i	i	i	-6.1	10.3	-4.8
CCc1ccc(S(=O)(=O)N2CCN(c3ccccc3OC)CC2)cc1	i	i	i	i	i	i	i	i	-7.1	11.3	1.9
COCc1cc(C)nc(OCC(=O)N/N=C/c2ccc(-c3cccc([N+](=O)[O-])c3)o2)c1C#N	i	i	i	i	i	i	·	i	·	3.8	1.2
COC(=O)[C@H](C)NC(=O)Nc1ccc(Oc2ccccc2)cc1	i	i	i	i	i	i	i	i	·	3.8	-2.4
O=C(NCCc1ccccc1)C1CC(=O)N(CCc2ccccc2)C1 (configuration not stated)	i	i	i	i	i	i	i	i	-0.9	-0.3	-3.4
Cc1c(NC(=O)/C=C/c2cn(-c3ccccc3)nc2-c2ccc(F)cc2)c(=O)n(-c2ccccc2)n1C	·	i	i	i	i	i	i	i	9.6	7.3	-15.1
Cc1c(Br)cc(C(=O)NC2CCCCC2)c(C)c1C	i	i	i	i	i	i	i	i	4.4	1.6	-8.6
O=C(CCNC(=O)c1ccc(Br)cc1)NC1CCCc2ccccc21 (configuration not stated)	i	i	i	i	i	i	i	i	-1.2	0.5	-5.2
Cc1cc(C)cc(C(=O)NC(=S)Nc2ccc3c(c2)OCCO3)c1	i	i	i	i	i	i	i	i	3.7	6.1	-6.6
COc1ccc(-c2nc(CS(=O)CC(=O)NCCCN3CCOCC3)c(C)o2)cc1OC (configuration not stated)	i	i	i	i	i	i	i	i	0.1	2.1	-9.0
COc1cc(OC)c(CN2CCC(Cc3ccccc3)CC2)cc1Br	i	i	i	i	i	108*	i	i	-7.7	5.0	0.3
O=C1C(Cc2ccccc2O)NC(=S)N1c1ccccc1 (configuration not stated)	i	i	i	i	i	i	i	i	13.4	4.5	-3.5
O=C(Cn1nnc(-c2ccncc2)n1)Nc1ccc2c(c1)CCC2	i	i	i	i	i	i	i	i	1.5	2.2	-7.2
CCOC(=O)N1CCC(NC(=O)c2cc3c(-c4ccccc4F)nn(C)c3s2)CC1	i	i	i	i	i	i	i	i	0.1	-0.7	-4.5
CN(C)c1ccc(C=NC(CO)C(O)c2ccc([N+](=O)[O-])cc2)cc1 (configuration not stated)	i	i	i	i	i	i	i	i	-4.8	17.1	-3.9
COC(=O)/C=C/c1ccc(OC(=O)c2ccncc2)cc1	i	i	i	i	i	i	i	i	3.7	4.0	-3.2
Cc1ccnc(N=Cc2nc(-c3ccccc3Br)oc2O)c1	i	i	i	i	i	i	i	i	26.7	-7.3	-1.4
Cc1cccc(-n2c(SCC(=O)O)nc3sc4c(c3c2=O)CCC4)c1	i	i	i	i	i	i	i	i	-2.9	-0.4	-12.8
COc1ccc(C2=NOC(Cn3c(Cc4ccc(Cl)cc4)nc4c3c(=O)n(C)c(=O)n4C)C2)cc1 (configuration not stated)	i	i	i	10*	i	i	i	i	1.8	-2.0	-8.0
CCN(CC)S(=O)(=O)c1ccc(NC(=O)C2c3ccccc3Oc3ccccc32)cc1	i	i	i	i	i	i	i	i	4.8	-8.9	-7.6
Cc1nc2sc(C(c3cccc(F)c3)N3CCN(C(=O)c4ccco4)CC3)c(O)n2n1 (configuration not stated)	i	i	i	i	i	i	i	i	-12.3	-1.2	-9.0
Cn1c(=O)c2c(-c3ccccc3)n(C3CCCCC3)cc2n(C)c1=O	i	i	i	i	i	i	i	i	·	0.9	-0.3
CC(=O)c1cc(C)ccc1OC(=O)c1cccc2nc(C)oc12	i	i	i	i	i	i	i	i	12.7	-1.5	-2.4
CCS(=O)(=O)N1Cc2ccccc2CC1C(=O)Nc1nnc(SCc2c(Cl)cccc2Cl)s1 (configuration not stated)	i	i	i	i	i	i	i	i	-8.1	20.7	-4.4
COc1ccccc1NC(=O)CSCc1cc(=O)n2ccsc2n1	i	i	i	i	i	i	i	i	4.6	7.7	-8.8
O=C(c1ccc(Cn2cc([N+](=O)[O-])cn2)o1)N1CCCC1	i	i	i	i	i	i	i	i	-1.0	-8.0	-4.1
Cc1cc(NC(=O)c2sc(Nc3ccc(F)cc3)nc2N)no1	i	i	i	i	i	i	i	i	21.0	7.3	-4.4
CC1=NNC(=O)C1CCC(=O)N/N=C\c1ccccc1[N+](=O)[O-] (configuration not stated)	i	i	i	i	i	i	i	i	10.6	-25.0	-11.7
